Screening results as filed in PubChem BioAssay.
S1P3 antagonist = antagonists of human S1P3 receptor; inhibition, % at 4.98 µM; CHO S1P3 NFAT-BLA reporter, FRET fluorescence, antagonist mode; AID 485; actives 0.27% (n = 170,000); Q99500;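 active means inhibition above the plate cutoff, the mean inhibition of test wells on that plate plus 3 SD, cut at about 28% in these data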;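 further: cells challenged with S1P at its EC80 of 0.8 µM; blue over green emission ratio from cleaved BLA substrate after 4 h stimulation; 0% = S1P-stimulated wells and 100% = unstimulated DMSO-only wells; some compounds past the cut are filed as inactive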
Target sequence (Q99500 whole entry, looked up): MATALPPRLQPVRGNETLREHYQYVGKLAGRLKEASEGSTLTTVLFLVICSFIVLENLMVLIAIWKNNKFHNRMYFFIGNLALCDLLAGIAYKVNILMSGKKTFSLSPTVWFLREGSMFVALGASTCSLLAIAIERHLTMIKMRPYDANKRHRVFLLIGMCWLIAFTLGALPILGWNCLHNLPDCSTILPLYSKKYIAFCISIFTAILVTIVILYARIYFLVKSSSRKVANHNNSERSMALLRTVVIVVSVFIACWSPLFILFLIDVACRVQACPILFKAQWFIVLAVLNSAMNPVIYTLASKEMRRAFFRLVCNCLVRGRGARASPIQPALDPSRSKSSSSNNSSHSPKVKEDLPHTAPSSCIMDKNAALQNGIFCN
PPARg SRC-3 ag = agonists of human PPARgamma SRC-3 coactivator recruitment | P37231 | activation, % at 8 µM | biochemical PPARgamma/SRC-3 coactivator recruitment assay | actives 0.26% (n = 200,000); in the data active means activation above about 23%;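 further: 0% = DMSO and 100% = reference agonist; some compounds past the cut are filed as inactive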
Target sequence (P37231 whole entry, looked up): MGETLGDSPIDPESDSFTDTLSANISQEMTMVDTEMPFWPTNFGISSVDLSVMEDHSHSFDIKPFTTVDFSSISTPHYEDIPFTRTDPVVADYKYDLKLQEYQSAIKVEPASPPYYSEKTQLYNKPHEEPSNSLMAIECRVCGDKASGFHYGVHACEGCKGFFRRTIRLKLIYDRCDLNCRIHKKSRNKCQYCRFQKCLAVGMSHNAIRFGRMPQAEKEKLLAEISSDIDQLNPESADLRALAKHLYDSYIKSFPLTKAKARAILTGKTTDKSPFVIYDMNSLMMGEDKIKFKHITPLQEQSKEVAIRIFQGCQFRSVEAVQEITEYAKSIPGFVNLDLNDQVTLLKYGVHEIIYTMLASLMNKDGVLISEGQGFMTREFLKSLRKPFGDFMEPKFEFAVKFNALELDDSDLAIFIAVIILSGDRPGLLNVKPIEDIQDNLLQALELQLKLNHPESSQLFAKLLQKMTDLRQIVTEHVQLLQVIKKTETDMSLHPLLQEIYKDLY
Lmaj promast = inhibitors of Leishmania major promastigote growth; AID 1063; inhibition, % at 10 µM; actives 9% (n = 200,000); Leishmania major promastigotes, resazurin fluorescence viability; in the data active means inhibition above about 50%;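 further: promastigotes grown with compound for 44 hours at 28 °C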
TLR4-MyD88 BLA = inhibitors of human TLR4-MyD88 binding | O00206+Q99836 | HeLa CL3-4 TLR4/MyD88 BLA complementation, FRET ratio | inhibition, % at 8.4 µM | actives 0.18% (n = 200,000) | AID 861; in the data active means inhibition above about 25%;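 further: 0% = vehicle and 100% = reference inhibitor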
bIAP activator = increases bovine intestinal alkaline phosphatase activity; purified bovine IAP, CDP-star luminescence, 30 min; hits give high values; fold of DMSO-control signal, blank-subtracted; activation factor at 20 µM; actives 0.17% (n = 200,000);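 active means activation factor of 2 or more at 20 µM, a signal rise over negative controls twice the positive control's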
PPARg SRC-2 ag = promotes SRC-2 coactivator recruitment by human PPARgamma; AID 1032; activation, % at 8 µM; P37231; PPARgamma LBD-SRC-2 recruitment, biochemical; actives 0.34% (n = 200,000); in the data active means activation above about 22%;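 further: 0% = vehicle and 100% = reference agonist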
bIAP inh = intestinal alkaline phosphatase (bovine) inhibition. 190,000 tested, under 10 active. purified bovine IAP, CDP-star luminescence, 30 min. inhibition, % at 20 µM. AID 1019;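 active means over 50% inhibition of intestinal alkaline phosphatase at 20 µM in the single-dose screen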
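System: Purified bovine intestinal alkaline phosphatase (IAP) enzyme | Input: IAP diluted 1/65,000,000 in the well | Also added: CDP-star chemiluminescent phosphatase substrate, 30 µM final | Dosing: 20 µM single dose | Times: Enzyme reaction for 30 min at room temperature | Detection: Luminescence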
SRC2 TRFRET art = counter-screen for PPARgamma SRC-2 recruitment agonists: TR-FRET artefact; hits give high values; TR-FRET ratio at 8 µM; actives 0.4% (n = 200,000); in the data active means TR-FRET ratio above about 2000; further: inactives centre near 1500; reference of the scale not given here
ROMK primary = modulates human ROMK potassium channel activity | actives 2% (n = 130,000) | B-score at 10 µM | P48048 | Tet-inducible ROMK, thallium flux fluorescence; actives lie on both sides;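 active means signal ratio slope over the read window, or its plate-corrected B-score, at least 3 SD from the plate mean, either direction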;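 further: B-score of the F/F0 ratio slope over 7 to 12 s after thallium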
Redox H2O2 prof = compounds producing H2O2 with reducing agent – biochemical, NIH compound library profiling, artefact control for MLSCN library redox annotation, primary screen; DTT-dependent redox cycling H2O2, phenol red/HRP absorbance; 100% = 100 µM peroxide control, 0% = buffer; activation, % at 10 µM; actives 0.03% (n = 200,000); AID 878;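 active means activation of at least 50% relative to the plate's high and low controls in the primary single-dose screen; inactive means activation below 50%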;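 further: compound incubated with DTT at 0.8 mM final as the reducing agent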
PPARg SRC-1 ag = promotes SRC-1 coactivator recruitment by human PPARgamma; P37231; PPARgamma-SRC-1 coactivator recruitment biochemical assay; activation, % at 8 µM; actives 0.41% (n = 200,000); in the data active means activation above about 19%;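 further: 0% = DMSO and 100% = reference agonist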
Starred values were filed as active, the others as inactive; . = not tested or not shown. Only part of the results is shown, so the mix of outcomes need not match the whole.

Below each SMILES: S1P3 antagonist, PPARg SRC-2 ag, SRC2 TRFRET art, Redox H2O2 prof, Lmaj promast, bIAP inh, PPARg SRC-3 ag, ROMK primary, bIAP activator, TLR4-MyD88 BLA, PPARg SRC-1 ag
#1 O=C1NC(=O)C2(Cc3c(nc4ccccn4c3=O)N3CCCCCC32)C(=O)N1Cc1ccccc1 (centres undefined)
 : -1.6, -5.5, 1527, 2.3, 96.7*, -5.6, -14.9, -2.72, 1.1, 3.8, 10.8
#2 Cc1ccc(CCN2CC(C(=O)N3CCC4(CC3)OCCO4)CC2=O)cc1 (centres undefined)
 : 12.8, 0.6, 1628, -2.1, -0.8, 7.6, -3.0, 0.471, 0.9, 5.8, 3.9
#3 O=C(CN1CC=C(c2ccccc2)CC1)Nc1c(Cl)cccc1Cl
 : 1.3, 0.4, 1647, -0.7, 5.1, 13.7, -0.8, -0.495, 0.9, -5.3, -1.3
#4 CCn1c(O)c(/C=N/NC(=O)c2ccncc2)c(=O)[nH]c1=S
 : -2.3, 5.2, 1602, 0.0, 99.5*, 3.1, 3.0, ., 1, 4.0, 6.8
#5 CC(=O)CC(C)(C)n1c[n+](C)nn1
 : ., -5.2, 1547, -0.5, 3.5, 3.0, -3.3, 0.135, 1, 17.5, 7.8
#6 O=C(CN1CCN(CCO)CC1)Nc1ccc(Cl)cc1C(=O)c1ccccc1
 : ., 7.3, 1632, 2.1, 3.4, -3.9, -9.6, ., 1, 0.0, -2.8
#7 Cc1ccc(C(=O)c2cc(Br)ccc2N)cc1
 : 7.7, 4.1, 1477, -1.3, 17.1, 21.5, 2.8, ., 0.8, -10.0, 1.5
#8 CCCCN1C(=O)C(C2c3ccccc3C(=O)N2Cc2ccccc2)C(=O)NC1=S (centres undefined)
 : ., 4.0, 1618, 0.0, -15.2, 0.8, 9.1, ., 1, 4.9, 3.3
#9 CCOP(=O)(OCC)C(NC(=O)c1ccc(Cl)cc1)=C(Cl)Cl
 : ., -2.0, 1647, -3.4, 1.4, -6.7, 1.6, ., 1.1, 14.5, -1.4
#10 Cc1nccn1Cc1ccc(Cl)nc1
 : 0.3, 8.4, 1609, 0.7, -7.2, -11.9, 0.0, 0.142, 1.1, -15.9, 4.1
#11 O=C(CN1C2CCC1CC(O)(c1cccnc1)C2)Nc1ccc2c(c1)OCO2 (centres undefined)
 : -12.7, -0.2, 1612, 2.9, 89.9*, 3.5, -8.5, ., 1, -11.3, -1.9
#12 CC(C)c1oc(=O)cc2c1[C@@H](O)[C@H]1OC(=O)[C@@]3(C)C[C@@H](O)[C@@H](O)[C@@]2(C)C13 (some centres undefined)
 : -3.3, 1.0, 1460, 0.9, 13.0, 31.7, -7.1, 0.306, 0.7, -10.7, -0.2
#13 Cc1cc(OC(=O)c2ccco2)c2c3c(c(=O)oc2c1)CCC3
 : -78.9, -0.2, 1435, 1.9, -4.2, 8.1, 10.1, -0.41, 0.9, -20.4, 9.7
#14 COc1ccc(OC(=O)N(C)C)c(CN(C)C)c1
 : ., 5.7, 1532, 0.1, -3.1, 0.0, 1.1, 0.718, 1, -9.3, 3.6
#15 Cc1ccc(-c2nc3ccccc3c(=O)n2-c2ccncc2)cc1
 : -10.3, -1.7, 1495, 0.5, -3.5, 16.0, -0.3, -0.101, 0.8, 6.8, -1.3
#16 CCC(C)NC(=O)c1c(N)n(CC2CCCO2)c2nc3ccccc3nc12 (centres undefined)
 : 2.5, -4.2, 1326, -0.6, 67.3*, -26.7, -1.5, -0.966, 1.3, -18.7, -2.4
#17 CC(=O)NC1CC2CCC(C1)N2 (centres undefined)
 : -36.8, -1.2, 1581, -4.1, 2.8, 9.8, 1.2, 0.4, 0.9, 10.6, 3.0
#18 COc1ccc(Nc2ncc(C(=O)N3CCC4(CC3)OCCO4)c3ccccc23)cc1
 : 6.6, 10.9, 1653, 0.0, -9.4, 1.7, -1.8, -0.294, 1, 3.2, -1.4
#19 Cc1nn(Cc2ccccc2)c(C)c1C(=O)O
 : -38.2, -5.2, 1549, -0.8, -3.9, -1.7, 1.4, -0.018, 1, -5.0, -0.4
#20 CSc1nc(N2CCN(C)CC2)c2ccccc2n1
 : -14.9, 6.5, 1631, -1.3, 3.3, 13.5, 3.0, 0.14, 0.9, -4.4, 3.4

Reprinted from the part before: 2 entries, followed by the next part.
Below each SMILES: S1P3 antagonist, PPARg SRC-2 ag, SRC2 TRFRET art, Redox H2O2 prof, Lmaj promast, bIAP inh, PPARg SRC-3 ag, ROMK primary, bIAP activator, TLR4-MyD88 BLA, PPARg SRC-1 ag
#19 Cc1nn(Cc2ccccc2)c(C)c1C(=O)O
 : -38.2, -5.2, 1549, -0.8, -3.9, -1.7, 1.4, -0.018, 1, -5.0, -0.4
#20 CSc1nc(N2CCN(C)CC2)c2ccccc2n1
 : -14.9, 6.5, 1631, -1.3, 3.3, 13.5, 3.0, 0.14, 0.9, -4.4, 3.4
#21 CN1CCN(c2ncc(C=O)s2)CC1
 : -4.8, 2.5, 1733, -0.1, -5.0, -8.7, 3.6, 0.1, 1.1, -2.0, -1.1
#22 CN1CCN(c2ccc(Cl)cc2N)CC1
 : -7.4, -1.3, 1801, -0.3, -2.9, -1.9, 4.3, ., 1, 15.9, 2.6
#23 Cn1ccc(NC(=O)CCl)n1
 : -11.5, -5.2, 1325, -0.4, 17.8, -8.0, -3.6, ., 1.1, 5.5, 5.0
#24 O=C(c1ccc(Cl)cc1)C1CCCN(Cc2ccon2)C1 (centres undefined)
 : 6.8, 5.3, 1480, -0.1, -9.2, 6.3, -2.3, -0.133, 0.9, 7.9, 1.2
#25 O=C(Nc1ccc(Br)cc1)c1nn(C23CC4CC(CC(C4)C2)C3)cc1Br
 : ., 5.0, 1470, 2.5, 6.5, 13.1, -1.4, ., 0.9, 2.6, 1.0
#26 CCCCN1C(=O)NC(=O)C2(Cc3c(nc4ccccn4c3=O)N3CCc4ccccc4C32)C1=O (centres undefined)
 : 8.3, 2.9, 1739, 1.3, 88.9*, 1.4, 8.8, -1.32, 1, 0.0, 6.2
#27 COC(=O)C(O)(c1ccc(N(C)C(=O)c2ccc(Cl)c(Cl)c2)cc1)C(F)(F)F (centres undefined)
 : 1.4, 1.1, 1600, -0.3, 63.9*, 7.4, 3.1, ., 0.9, 6.4, 2.0
#28 C=CCn1c(=O)c(C=Nc2c(OC)cccc2[N+](=O)[O-])c(O)n(CCCC)c1=O
 : -2.5, -0.1, 1525, -0.3, -7.0, -13.8, 3.1, -0.786, 1.1, 4.5, 2.9
#29 CCOC(=O)c1c(-c2ccccc2)oc2ccc(OC(=O)N(C)C)cc12
 : 0.8, 5.6, 1698, -0.1, 15.0, 15.3, 1.4, ., 0.8, -6.5, -4.7
#30 CCOc1ccc(-c2cc(C)[n+](CCO)c(-c3ccc(OCC)cc3)c2)cc1
 : -13.4, 12.8, 1741, -1.0, 99.1*, 21.6, 4.5, -0.657, 0.8, 8.6, 19.6
#31 CCOC(=O)C1C(=O)NC23CCCC2C1c1ccccc1O3 (centres undefined)
 : -33.4, 2.2, 1369, -0.1, 3.8, 12.8, -8.2, 0.188, 0.9, -9.9, -12.3
#32 COC(=O)c1ccccc1OP1(=O)COc2ccccc2OC1
 : -22.2, -3.5, 1737, -0.1, -1.4, -0.4, -8.5, 1.08, 1, -12.8, 1.7
#33 CCOC(=O)c1c(NC(=O)c2c(N)n(CCCOC)c3nc4ccccc4nc23)sc2c1CCCC2
 : ., 4.3, 1798, 1.7, -5.6, 0.0, -5.6, ., 1, 3.0, 8.2
#34 C=C(C)Cn1c(=O)n(CC2CS2)c2ccccc21 (centres undefined)
 : -10.2, 0.1, 1642, 0.1, 5.3, 13.5, 1.1, 0.532, 0.9, -6.1, 1.9
#35 CC(=Nc1ccc2c(c1)CCC2)c1c(O)n(C2CCCCC2)c(=O)[nH]c1=O
 : -9.8, 1.7, 1516, 1.0, 13.9, 17.5, 4.9, 0.419, 0.8, 4.3, 4.4
#36 Cc1ccc(S(=O)(=O)Cc2ccc(C(=O)N3CCC4(CC3)OCCO4)o2)cc1
 : -47.5, 3.4, 1589, 0.7, -1.1, 4.8, -2.9, ., 1, -5.3, 7.9
#37 CN1C(=O)/C(=C/c2cccn2-c2ccc3ccccc3c2)C(=O)NC1=S
 : ., 8.8, 1668, 7.2, 100.4*, 23.8, -0.6, -0.505, 0.8, -7.6, 7.4
#38 O=C1CC2OCC=C3CN4CCC56c7cc([N+](=O)[O-])ccc7N1C5C2C3CC46 (centres undefined)
 : -14.1, -5.9, 1351, -0.3, -5.5, 3.6, 1.4, 0.534, 1, -5.2, -0.5
#39 CC(C)OP(=O)(OC(C)C)C(NCc1ccccc1)c1ccccc1 (centres undefined)
 : -20.0, 0.4, 1660, 0.0, 13.3, -14.6, 0.5, -0.155, 1.1, 6.7, -5.5
#40 CCN(CC)c1ccc(N=Cc2c(O)n(-c3cc(OC)ccc3OC)c(=O)[nH]c2=O)cc1
 : ., 15.4, 1517, -0.4, 20.9, -1.8, 21.8, 0.458, 1, 19.6, 8.7
#41 Cc1ccc2c(c1)c(=O)c1c3n2CCN(CC2CO2)C3CC1 (centres undefined)
 : -21.7, 11.1, 1702, 0.5, 3.4, -3.7, 3.5, 0.0179, 1, -7.4, 4.8
#42 Cc1nc2c(C(=O)N3CCC4(CC3)OCCO4)cnn2c(C)c1Cc1cccc(Cl)c1
 : 5.7, -8.6, 1506, -0.2, 9.6, -19.2, 0.0, -0.216, 1.2, -2.8, 0.1
#43 CC(=O)N1CCN(c2ccc(N=Cc3c(O)n(-c4ccc(Cl)cc4)c(=O)[nH]c3=O)cc2)CC1
 : -17.0, 3.6, 1563, 1.4, -8.4, 11.5, 9.7, ., 0.9, -9.8, 6.8
#44 Cc1cc(C)cc(NC2=NCCCS2)c1
 : -5.4, 0.6, 1589, -0.3, 25.1, 2.1, -2.8, 0.325, 1, 11.4, 0.8
#45 COc1cccc(C2(C#N)CCN(C)CC2)c1
 : 15.2, 3.0, 1623, -0.1, -1.7, -2.6, 3.7, -0.185, 1, -8.1, 1.8
#46 Cn1c(=O)c2nncnc2n(C)c1=O
 : 3.3, 6.3, 1498, 0.8, -3.3, 2.1, -3.0, -0.409, 1, 2.0, -2.1
#47 CN(C)c1cc(N)c2c(n1)CCC2 (tested in a mixture with another compound)
 : -15.1, 7.9, 1629, 0.4, -2.4, 0.3, 8.6, ., 1, 5.6, 1.3
